Assay outcomes from PubChem.
SIAH1 antagonists: Siah-1 peptide-binding antagonists, primary screen, biochemical, fluorescence polarization, rhodamine-plectin, uHTS (AID 1817); 290,000 compounds, 0.02% hits; E3 ubiquitin-protein ligase SIAH1 (Homo sapiens); Siah-1 / rhodamine-plectin peptide fluorescence polarization; higher % means a stronger effect; displacement, % at 20 µM, or IC50 in µM where a hit was titrated;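 active = displacement of at least 50% at 20 µM, with a fluorescence ratio check between 0.3 and a set limit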;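 note: plate controls were Siah plus tracer with DMSO for no effect and tracer alone without Siah for full effect; strong numbers were not always called active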
HIV peptide binding: inhibitors of HIV fusion peptide binding, primary screen, biochemical, uHTS, fluorescence dequenching (AID 1986) | cell-free peptide binding, fluorescence dequenching, 30 min; higher % means a stronger effect | inhibition, % at 20 µM; hits with a dose series show IC50 in µM | 290,000 compounds, 0.3% hits; in the data active = inhibition mostly above about 52%, no sharp cut-off; inactive = mostly below about 76%; note: some results filed as inactive read as strong as hits
GPR35 antagonists: GPR35 antagonists blocking zaprinast-driven arrestin recruitment, primary screen, imaging, U2OS, beta-arrestin-GFP, zaprinast agonist (AID 2058). G-protein coupled receptor 35 (Homo sapiens). U2OS GPR35 beta-arrestin-GFP translocation imaging, zaprinast antagonism; higher % means a stronger effect. one-dose inhibition, % at 10 µM; IC50 in µM for titrated hits. 290,000 compounds, 0.052% hits;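 active = inhibition of at least 50% with at least 30 cells and total cytoplasm GFP at most 10,000,000; inconclusive = under 30 cells or total GFP of 10,000,000 plus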
NTR1 ag: agonists of NTR1, primary screen, imaging, U2OS cells, beta-arrestin-GFP, high content (AID 493036); Neurotensin receptor type 1 (Homo sapiens), P30989; NTR1-U2OS beta-arrestin-GFP spot imaging, agonist mode; 330,000 compounds, 0.17% hits; activation, % at 20 µM;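 active = activation at or above 40% of the spot to cytoplasm intensity ratio, with at least 20 cells analyzed; inconclusive = wells under 20 cells, flagged as cytotoxic or low count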;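 note: 0% = DMSO without peptide and 100% = 100 nM NTR1 peptide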
Target sequence (P30989 whole entry, looked up): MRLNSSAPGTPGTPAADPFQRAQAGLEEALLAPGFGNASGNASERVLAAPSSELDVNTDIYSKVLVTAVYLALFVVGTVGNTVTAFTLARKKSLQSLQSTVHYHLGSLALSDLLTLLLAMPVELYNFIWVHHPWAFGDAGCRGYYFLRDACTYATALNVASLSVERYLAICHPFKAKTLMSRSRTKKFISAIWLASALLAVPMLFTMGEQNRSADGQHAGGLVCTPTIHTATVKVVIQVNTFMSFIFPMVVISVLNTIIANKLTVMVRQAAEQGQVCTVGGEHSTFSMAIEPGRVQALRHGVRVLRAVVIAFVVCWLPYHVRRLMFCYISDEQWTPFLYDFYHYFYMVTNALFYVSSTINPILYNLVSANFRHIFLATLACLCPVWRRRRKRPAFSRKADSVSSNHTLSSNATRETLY
GPR55 antagonists: GPR55 antagonists blocking LPI-driven arrestin recruitment, primary screen, imaging, U2OS, beta-arrestin-GFP, LPI agonist (AID 2013). G-protein coupled receptor 55 (Homo sapiens). 290,000 compounds, 0.13% hits. inhibition, % at 10 µM, or IC50 in µM where a hit was titrated. U2OS GPR55 beta-arrestin-GFP translocation imaging, LPI antagonism; higher % means a stronger effect;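 active = spots per cell inhibited over 60%, with over 100 cells counted and total cytoplasm intensity under 500,000; inconclusive = wells with under 100 cells, flagged as likely toxic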;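 note: U2OS cells stably carrying GPR55 and arrestin-GFP stimulated by 5 µM LPI near EC80; imaged beta-arrestin-GFP aggregate spots per cell after agonist stimulation; plate controls were LPI-stimulated DMSO wells for no effect and DMSO wells without LPI for full effect; some results filed as inactive read as strong as hits; confirmed hits need IC50 under 10 µM and bright autofluorescent wells are also inconclusive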
NS5 inhibitors: Dengue-2 NS5 methyltransferase inhibitors, primary screen, biochemical, confirmation dose response (AID 588689). 340,000 compounds, 0.3% hits. Dengue-2 NS5 methyltransferase capping enzyme assay, biochemical; higher % means a stronger effect. Genome polyprotein (Dengue virus type 2 (strain 16681-PDK53)). inhibition, % at 25 µM; hits with a dose series show IC50 in µM; in the data active = a potency from the dose series; inconclusive = inhibition above about 29% without an active follow-up result
K1F lysis inhibition: inhibition of K1F phage lysis, E. coli UTI89, bacterial capsule biogenesis inhibitors, alamar blue (AID 488966); E. coli UTI89 K1F phage lysis, alamar blue, 2 h; higher % means a stronger effect; inhibition, % at 100 µM, or IC50 in µM where a hit was titrated; 340,000 compounds, 0.02% hits;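 active = phage lysis inhibition, versus mean bacterial control, above a set limit; inconclusive = no clear call, values can overlap the other calls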;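 note: capsule biogenesis inhibitors block K1F phage lysis so surviving cells raise fluorescence; higher fluorescence means more inhibition of phage lysis; actives were called in the ten point dose series up to 300 µM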
AID2073: inhibitors of Mint1-CaV2.2 protein interaction, biochemical, HTRF (AID 2073). inhibition, % at 20 µM, or IC50 in µM where a hit was titrated. Voltage-dependent N-type calcium channel subunit alpha-1B (Homo sapiens). 290,000 compounds, 0.19% hits. HTRF protein-protein interaction, Mint1-CaV2.2; higher % means a stronger effect; in the data active = inhibition mostly above about 51%, no sharp cut-off; inconclusive = no clear call, values can overlap the other calls; inactive = mostly below about 53%; note: some results filed as inactive read as strong as hits
GPR55 activation: GPR55 agonists via beta-arrestin recruitment, primary screen, imaging, U2OS cells, beta-arrestin-GFP redistribution (AID 1961). activation, % at 10 µM, or EC50 in µM where a hit was titrated. 290,000 compounds, 0.048% hits. U2OS GPR55 beta-arrestin-GFP redistribution imaging; higher % means a stronger effect;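 active = activation above 40% with more than 50 cells counted in the well; inconclusive = wells holding fewer than 50 cells, flagged as toxic or sparse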;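 note: U2OS osteosarcoma cells stably expressing GPR55 and beta-arrestin-GFP; plate controls were DMSO negative control for no effect and LPI positive control for full effect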
NTR1 ag cell count 20 µM: further read-out of NTR1 ag, marked with its call; cell count; measured here: cell count, cytotoxicity flag
NS5 inhibitors pilot replicate: second read-out of NS5 inhibitors, no call of its own (marks repeat the call); inhibition, %; measured here: pilot screen replicate inhibition
Numbers without * were called inactive; u = inconclusive; x = no result given; [ ] = dose if it differs, or a comment.

SMILES | SIAH1 antagonists | HIV peptide binding | GPR35 antagonists | NTR1 ag | NTR1 ag cell count 20 µM | GPR55 antagonists | NS5 inhibitors | K1F lysis inhibition | AID2073 | GPR55 activation | others
Cc1cc(Nc2nnnn2-c2ccccc2)n(-c2ccccc2)n1 | -8.9% | -0.2% | 6.3% | -0.7 | 48 | -8.8% | 1.6% | 4.2% | 0.1% | -0.1%
CCC(C)[C@H](NC(=O)N1CC(=O)Nc2ccccc21)C(=O)N[C@@H](Cc1c[nH]c2ccccc12)C(=O)O (some centres not stated) | -5.8% | 1.5% | -4.9% | -2.1 | 92 | 6.1% | 3.6% | 5.4% | 4.7% | -0.1%
Cc1csc(=O)n1CCC(=O)O | 2.1% | -1.7% | -2.7% | 2.2 | 78 | -3.0% | 0.8% | 1.0% | -0.4% | -1.0%
COc1ccccc1/C(C)=N/NC(=S)NCc1ccccc1 | 8.8% | 2.2% | -1.5% | 1.0 | 57 | 11.9% | -0.7% | 0.1% | -4.6% | 0.2%
CCCCc1nnc(NC(=O)C(=O)OCC)s1 | 4.8% | 0.8% | -29.1% | 1.2 | 61 | 20.9% | -1.5% | 0.0% | u | -0.1%
COc1ccc(/C=N/Nc2nc(N3CCCC3)nc(N3CCCC3)n2)c(OC)c1OC | 1.5% | 2.0% | 9.1% | 9.5 | 62 | 0.6% | -7.3% | 5.3% | 2.7% | 0.1%
COc1ccc(-c2c(C)oc3c(CN4CCCCC4C)c(O)ccc3c2=O)cc1 (configuration not stated) | 0.5% | -2.5% | -1.9% | 0.0 | 72 | -1.6% | 2.0% | 0.0% | 34.6% | 0.3%
O=C(N/N=C/c1ccc([N+](=O)[O-])cc1)c1ccc(COc2ccccc2-c2ccccc2)cc1 | 15.1% | -4.4% | -8.2% | 1.5 | 79 | 11.2% | 5.5% | 0.1% | 28.6% | -0.2%
COc1ccc(CNC(=O)c2cc(=O)c3ccc(C)c(C)c3o2)cc1 | -0.4% | -0.8% | -4.4% | 1.7 | 58 | -0.9% | -0.7% | 0.4% | -4.8% | 0.0%
CC(=O)N1CCc2cc(S(=O)(=O)NCCC(=O)NCCc3ccc(C)cc3)ccc21 | 2.7% | 0.4% | -6.0% | -2.9 | 93 | -9.8% | 1.6% | 0.1% | 0.7% | -0.1%
O=C(NCCc1ccccn1)c1cc(C(=O)C2CCCCC2)c[nH]1 | 0.3% | -1.0% | -3.3% | 0.8 | 80 | -4.5% | -3.4% | 0.4% | -1.3% | 0.0%
Cc1ccsc1C(=O)N1CCC(N2CCC(C(=O)NCC3CCCO3)CC2)CC1 (configuration not stated) | 3.8% | 5.8% | -1.5% | 1.3 | 76 | 5.6% | -5.6% | 0.4% | 2.4% | -0.2%
COc1ccc(N2CCN(c3nc(NCCc4ccc(OC)c(OC)c4)nc(OC)n3)CC2)cc1 | 1.7% | -1.0% | -3.4% | 43.6* | 74* | 6.0% | -4.1% | 0.2% | -4.9% | -0.1%
O=C(O)c1cccc(NN=C2c3ccccc3-c3ccccc32)c1 | -4.0% | 66.0% | 10.9% | x | x | -1.6% | -0.7% | -0.6% | 9.1% | -0.4%
O=C(CCc1nc(-c2ccccc2F)no1)NCCc1ccccc1Cl | -8.2% | -1.2% | 13.3% | 0.1 | 35 | 0.2% | x | 0.3% | -1.5% | 0.3%
OC(CNCCC(c1ccccc1)c1ccccc1)COc1ccccc1 (configuration not stated) | -7.0% | 0.5% | -1.8% | 2.5 | 54 | 50.0% | -3.7% | 0.0% | -2.6% | 0.1%
O=C(O)c1ccc(NC(=S)NC(NC(=O)c2ccco2)C(Cl)(Cl)Cl)cc1 (configuration not stated) | -2.8% | -1.6% | 18.9% | 1.4 | 108 | 5.5% | 0.7% | 0.6% | 2.9% | -0.1% | NS5 inhibitors pilot replicate=5.2
COc1ccccc1-c1c(C#N)c(N)nc2c1CCc1ccccc1-2 | 29.8% | 2.5% | -19.2% | 17.6 | 40 | 28.1% | 0.0% | 1.7% | -6.1% | -0.3%
O=C(NCc1cn(-c2ccccc2)nc1-c1ccccc1)c1ccc([N+](=O)[O-])cc1 | 0.4% | 3.0% | -15.8% | 1.5 | 71 | -1.6% | 6.3% | 0.1% | 2.8% | 0.2%
CC(C)(C)NC(=O)CN(C(=O)CS(=O)CC(=O)Nc1ccc(F)cc1)c1cccc(F)c1 (configuration not stated) | 1.7% | -0.8% | 27.7% | 0.1 | 44 | 93.9% | -10.1% | -0.7% | -0.3% | -0.1%
Cn1cc(S(=O)(=O)Cc2ccc(F)cc2)c2ccccc21 | 4.7% | 0.8% | 9.6% | -2.5 | 55 | 4.9% | -3.5% | -0.2% | 16.6% | 0.0%
Cc1cc(C)n2nc(CC(=O)NC3CCCC(C)C3C)nc2n1 (configuration not stated) | 0.4% | -1.1% | 5.8% | -2.6 | 88 | 6.1% | -0.8% | 4.3% | 4.3% | -0.1%
CN(c1ccccc1)S(=O)(=O)c1cccc(NC(=O)Cc2c(F)cccc2Cl)c1 | 1.6% | 1.4% | 0.6% | -0.5 | 41 | 15.0% | -7.3% | 5.7% | 7.8% | -0.2%
COc1ccc(S(=O)(=O)N(C)CC(=O)Nc2cccc(C(C)=O)c2)cc1C | 0.0% | -2.7% | -1.3% | 1.3 | 83 | 8.2% | 2.4% | 0.6% | -0.6% | -0.2%
CN(/N=C/c1ccc([N+](=O)[O-])o1)c1ccccc1 | 0.4% | -3.2% | -16.3% | 0.1 | 83 | 8.0% | -22.3% | -0.3% | 38.3% | -0.3%
N/C(=N\OC(=O)Cc1ccccc1[N+](=O)[O-])c1ccncc1 | 7.6% | 1.4% | -0.9% | -1.0 | 78 | 9.3% | 0.0% | 7.1% | 1.6% | -0.2%
CCC(C)NC(=O)C1CCC(CNS(=O)(=O)c2ccc3c(c2)CC(C)N3C(C)=O)CC1 (configuration not stated) | 2.9% | -1.3% | -8.1% | -1.1 | 63 | 19.0% | -7.1% | 0.2% | 7.6% | -0.1%
O=C(Nc1ccc(N2CCOCC2)cc1)c1ccc(Cl)nc1 | -2.0% | -1.1% | -5.3% | -0.5 | 50 | 3.3% | -1.1% | 0.2% | 15.8% | 0.3%
Cc1ccccc1Cn1ccc(-c2ccc3c(c2)OCO3)n1 | -1.6% | -2.0% | -3.9% | 0.9 | 85 | 8.1% | -2.7% | 0.8% | -9.0% | -0.1%
O=[N+]([O-])c1ccc(N2CCN(C(=S)Nc3ccccc3)CC2)cc1 | 0.5% | -2.3% | -0.5% | -0.9 | 65 | 3.1% | -9.0% | 0.4% | 10.2% | 1.0%
COc1ccc(NC(=O)CCNC(=O)Cn2cnc3ccccc3c2=O)c(OC)c1 | 14.4% | 0.5% | -13.4% | -0.3 | 59 | 10.8% | -2.0% | 1.0% | -8.1% | -0.2%
CSc1ccc(CCNC(=O)c2cc(C)nn2-c2ccccc2)cc1 | -2.3% | -0.6% | 8.2% | 2.8 | 48 | 5.2% | 0.0% | 0.1% | 14.0% | -0.3%
CCOC(=O)N1CCC(NC(=O)c2ccc3c(c2)N=C(CC)c2ccccc2S3)CC1 | 3.3% | 1.2% | -2.0% | 2.9 | 60 | -20.0% | -7.0% | 0.0% | 5.2% | 0.1%
COc1ccc(C(=O)CC2OC(=O)c3c2ccc(OC)c3OC)cc1 (configuration not stated) | 1.1% | 16.2% | 11.5% | 0.0 | 50 | 3.2% | 2.7% | -0.2% | 15.7% | 0.3%
COc1ccccc1CN1CCN(Cc2nc(-c3ccc(C)cc3)oc2C)CC1 | -0.4% | 0.0% | 2.7% | 2.4 | 46 | 6.6% | -8.2% | -1.2% | 5.1% | 0.1%
CCc1ccnc(NS(=O)(=O)c2ccc3c(c2)CCO3)c1 | 8.4% | -1.2% | 7.0% | 0.5 | 58 | 2.3% | x | x | 1.0% | -0.2%
CCOc1ccccc1NC(=S)N1CCN(c2ccccc2F)CC1 | -3.9% | -0.9% | 5.7% | 0.0 | 50 | -10.4% | 8.7% | 0.4% | -17.4% | 0.3%
O=c1c(Cc2ccc(Cl)cc2)c(O)ccn1Cc1ccncc1 | -2.3% | -0.4% | 9.7% | -1.2 | 50 | -4.8% | -3.9% | 0.0% | 2.5% | -0.1%
COCCNC(=O)c1cccc(OC2CCN(Cc3ccccc3OCCO)CC2)c1 | 10.2% | -0.6% | -5.0% | -0.6 | 76 | 5.2% | 3.5% | -1.2% | 0.3% | 0.3%
C=CC[N+](C)(C)CCN1C(=O)C2C(c3ccccc3)C=CC(c3ccccc3)C2C1=O (configuration not stated) | -4.7% | -0.9% | -4.5% | -0.2 | 56 | 6.2% | x | 0.8% | 0.6% | 1.0%
CCOc1ccc2[nH]c(=O)c(CN(CCO)C(=O)c3ccc(Br)cc3)cc2c1 | -4.4% | -1.0% | -1.0% | 1.6 | 33 | -10.5% | 1.6% | 0.1% | 11.7% | -0.4%
CN1CCN(c2ccccc2NC(=O)c2ccccc2F)CC1 | -2.6% | -0.7% | -4.2% | 1.2 | 36 | -4.2% | -6.2% | 0.2% | 10.1% | -0.3%
CCC(C)[C@H](NC(=O)N1CCN(C)CC1)C(=O)OC (some centres not stated) | 3.3% | -1.2% | 7.9% | x | x | -4.4% | 0.0% | 4.5% | -0.8% | 0.1%
Cc1cc(C(=O)NCc2nc(-c3ccccc3)no2)ccc1[N+](=O)[O-] | 3.9% | 0.3% | -13.9% | -0.5 | 70 | 5.4% | 2.2% | 0.2% | 4.6% | -0.3%
CCOc1ccc(NC(=O)c2c(OC)cccc2OC)cc1 | 0.9% | -2.2% | -3.4% | -0.6 | 35 | 9.4% | 0.8% | 1.2% | 8.4% | 0.0%
Cc1cc(-c2nnc(SCC(=O)Nc3nc(-c4ccc(Cl)cc4)cs3)o2)no1 | -9.0% | 20.3% | -2.9% | 3.9 | 65 | 9.6% | 3.2% | 0.2% | 24.7% | 0.0%
COc1ccc(N2CCN(CC(O)COc3ccc(F)cc3)CC2)cc1 (configuration not stated) | -4.3% | -0.9% | 6.7% | 0.2 | 98 | -2.9% | -2.0% | 4.0%[50 µM] | 3.4% | -0.1%
COc1cc(CCCN2C(=S)NC[C@@H]2c2ccccc2)cc(OC)c1OC | -1.3% | 0.6% | 4.9% | 2.0 | 91 | 9.3% | -1.4% | -0.6% | 13.5% | 0.3%
